WRN inhibitor = blocks human WRN helicase | hit rate 0.46% among 360,000 | Potency, µM (series often up to 114 µM), for the others: at the top dose activity change, negative = inhibition, actives largely listed as inhibitors | Q14191 | WRN helicase unwinding, fluorescent forked duplex, kinetic; also: potency is read from the fitted curve at half-maximal effect; % is scaled to controls: 0 for no effect and ±100 for the full control effect; nearly all actives have a fitted effect of over 55% in size
Target sequence (Q14191 whole entry, looked up): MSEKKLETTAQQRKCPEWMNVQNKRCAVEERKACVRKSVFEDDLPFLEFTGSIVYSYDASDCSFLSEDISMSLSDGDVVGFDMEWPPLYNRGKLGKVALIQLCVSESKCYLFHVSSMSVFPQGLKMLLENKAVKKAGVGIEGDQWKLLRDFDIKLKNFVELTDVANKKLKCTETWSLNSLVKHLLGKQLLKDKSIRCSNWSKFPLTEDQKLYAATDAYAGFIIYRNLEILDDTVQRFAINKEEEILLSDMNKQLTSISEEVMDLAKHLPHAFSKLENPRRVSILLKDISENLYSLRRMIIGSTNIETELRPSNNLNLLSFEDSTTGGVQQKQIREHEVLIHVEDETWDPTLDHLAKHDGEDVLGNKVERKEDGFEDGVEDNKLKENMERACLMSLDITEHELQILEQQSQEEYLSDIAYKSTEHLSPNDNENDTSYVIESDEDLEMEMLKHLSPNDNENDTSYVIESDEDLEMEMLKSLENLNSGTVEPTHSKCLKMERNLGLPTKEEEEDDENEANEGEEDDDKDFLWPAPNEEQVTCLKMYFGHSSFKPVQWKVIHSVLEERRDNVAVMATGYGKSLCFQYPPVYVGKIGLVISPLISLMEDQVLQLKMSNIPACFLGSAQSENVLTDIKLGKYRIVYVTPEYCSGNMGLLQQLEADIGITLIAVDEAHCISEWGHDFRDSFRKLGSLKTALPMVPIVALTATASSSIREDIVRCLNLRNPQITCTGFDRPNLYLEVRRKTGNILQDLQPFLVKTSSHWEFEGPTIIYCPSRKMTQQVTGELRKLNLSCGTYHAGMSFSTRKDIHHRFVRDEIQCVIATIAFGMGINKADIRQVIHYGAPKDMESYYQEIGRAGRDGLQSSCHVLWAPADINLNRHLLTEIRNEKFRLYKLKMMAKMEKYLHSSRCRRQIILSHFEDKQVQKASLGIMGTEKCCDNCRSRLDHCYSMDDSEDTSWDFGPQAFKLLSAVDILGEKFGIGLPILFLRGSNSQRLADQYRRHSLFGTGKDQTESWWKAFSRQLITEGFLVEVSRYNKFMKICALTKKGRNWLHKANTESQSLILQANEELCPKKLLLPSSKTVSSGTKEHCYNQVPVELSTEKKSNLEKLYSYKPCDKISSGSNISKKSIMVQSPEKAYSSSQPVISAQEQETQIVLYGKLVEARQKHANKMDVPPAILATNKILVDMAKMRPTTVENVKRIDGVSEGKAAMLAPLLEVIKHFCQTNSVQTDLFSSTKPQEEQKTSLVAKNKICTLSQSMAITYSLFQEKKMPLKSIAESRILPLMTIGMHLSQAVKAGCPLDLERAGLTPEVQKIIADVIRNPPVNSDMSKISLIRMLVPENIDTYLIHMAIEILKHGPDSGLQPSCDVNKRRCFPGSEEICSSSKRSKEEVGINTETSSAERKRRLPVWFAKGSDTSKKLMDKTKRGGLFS
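Enzyme (20 nM final) and test compound sit together 15 min at room temperature before substrate addition. Substrate is a single-forked duplex oligonucleotide (100 nM) labelled with fluorophore and quencher, with 2 mM ATP; helicase unwinding raises red fluorescence, read kinetically.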
FUS yeast rescue = rescues growth of FUS-expressing yeast. S. cerevisiae FUS-expressing, growth rescue, OD600, 24 h. Potency, µM (highest dose often 76.6 µM), for inactives: at the highest dose growth rescue (activation), hits mostly activators. hit rate 0.24% among 390,000;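 also: potency is read from the fitted curve at half-maximal effect; plate controls were DMSO vehicle for no effect and reference control for full effect; nearly all actives have a fitted effect of over 55% in size; some results filed as inactive show a strong effect at the top dose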
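Yeast FUS proteinopathy model; galactose-induced FUS (2%), starting OD 0.005. Cpds in dilution series, 24hr, 30C, 99% humidity. Abs 600 nm growth. Pos ctrl CP55940 (top 92uM final); neg ctrl DMSO.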
PLK1 PBD block = blocks phosphopeptide binding to human PLK1 polo-box domain; P53350; Plk1 PBD binding of FITC phosphopeptide, fluorescence polarization; Potency, µM, without a hit: max response, negative = inhibition, usual class: inhibitors; hit rate 2.8% among 360,000; also: potency is read from the fitted curve at half-maximal effect; series mostly up to about 57 µM; % is scaled to controls: 0 for no effect and ±100 for the full control effect; nearly all actives have a fitted effect of over 65% in size
IL-2 act = activators of IL-2. IL-2 activation reporter assay, cell-based qHTS; stimulated with anti-CD3/CD4/CD28 beads; in transgenic mouse T cells. activation, % (series mostly up to about 46 µM). hit rate 0.065% among 360,000. AID 652025; in the data active = activation above about 50%; inconclusive = mostly about 30% to 49%; also: 0% is about no effect
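Readout: EGFP and DsRed signals by fluorescent plate cytometry. Unstimulated transgenic mouse T cells received compound 60 min before antibody-bead stimulation, then incubated 18 h at 37 degrees C.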
EPAC1 antagonist = blocks human EPAC1 exchange factor; EPAC1 GEF assay, Rap1b-BODIPY-GDP exchange fluorescence; Potency, µM (top dose mostly 115 µM), inactives show at the top dose activity change, negative = inhibition, actives largely listed as inhibitors; hit rate 0.14% among 360,000; AID 720709;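 also: potency is read from the fitted curve at half-maximal effect; plate controls were vehicle for no effect and positive control for full effect; nearly all actives have a fitted effect of over 50% in size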
EPAC1 ag = activates human EPAC1 exchange factor; O95398; EPAC1 agonist qHTS, biochemical assay; response scale: 100% = response to 6.5 mM cAMP; Potency, µM (doses to about 154 µM), inactives show at the top dose activation, usual class: activators; hit rate 0.073% among 360,000; also: potency is read from the fitted curve at half-maximal effect; nearly all actives have a fitted effect of over 60% in size
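Fluorescent GDP-exchange assay: 100 nM EPAC1 with 250 nM Rap1B preloaded with BODIPY-GDP and 50 uM GDP; compounds tested as concentration series, 5 min at room temperature, then read every 5 min for 30 min (ex 480/em 540 nm); normalized to 6.5 mM cAMP.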
Abeta yeast res = restores growth of yeast expressing A-beta42 peptide; yeast expressing A-beta42, growth rescue, OD600, 48 h; response scale: 0% DMSO, 100% iron-clioquinol control; Potency, µM (top dose mostly 46.1 µM), without a hit: at the top dose growth rescue, hits mostly activators; hit rate 0.063% among 410,000; also: potency is read from the fitted curve at half-maximal effect; nearly all actives have a fitted effect of over 55% in size
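Growth rescue measured by 600 nm absorbance after 48 h yeast culture at 30 C with compound. Values normalized between DMSO and an equimolar ferric chloride plus clioquinol control.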
PI5P4Ka inh = PI5P4K alpha (human) kinase inhibition | PI5P4Kalpha enzyme, ADP-Glo luminescence, 60 min; active compounds read low | max response, % | hit rate 1.2% among 330,000 | AID 652105; active = max response of -50% or lower; inconclusive = between -30% and -50%; inactive = -30% or higher; also: value at the top dose of about 77 µM; % is scaled to controls: 0 for no effect and ±100 for the full control effect
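Enzyme plus substrate dispensed, test compounds pinned in, then ATP (5 microM final) added. After 60 min at RT, ADP-Glo reagent 1 for 45 min and reagent 2 for 30 min preceded luminescence imaging.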
aSyn yeast inh = rescues yeast growth from alpha-synuclein toxicity | Yeast expressing alpha-synuclein, growth rescue, BacTiter-Glo, 24 h | Potency, µM (titrated, usually from 46.1 µM), for the others: at the top dose growth rescue (activation), actives largely listed as activators | hit rate 0.14% among 370,000; also: potency is read from the fitted curve at half-maximal effect; % of control where 0% means no effect; nearly all actives have a fitted effect of over 65% in size
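Galactose-induced alpha-syn yeast (OD600=0.02, raffinose-pregrown) + pinned cpd, 24 hr, 30 deg C; growth by BacTiter-Glo luminescence. Growth restoration scores as activation.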
Starred values were filed as active, the others as inactive; u = inconclusive; x = no result given; & = joins results of further samples; [ ] = remark or other dose. Unless noted, calls follow the shape of the dose curve; as a rule, active = well fitted curve in the direction sought with a large enough effect; inconclusive = small, poorly fitted or top-dose-only effect, or another doubt; inactive = no such curve, though single readings can be large; an effect the other way counts as inactive or inconclusive.

The first four records, ahead of the listing:
cpd	mol	WRN inhibitor	FUS yeast rescue	PLK1 PBD block	IL-2 act	EPAC1 antagonist	EPAC1 ag	Abeta yeast res	PI5P4Ka inh	aSyn yeast inh
1	Cc1cc(C)cc(CC2CC(=O)N(c3ccc(Cl)cn3)C2=O)c1 (stereo not given)	4%	13%	4%	-1.5	8%	-1%	-27%	x	15%
2	CS(=O)(=O)N1CCC(C(=O)NCCC2=CCCCC2)CC1	5%	0%	-5%	-0.1	13%	1%	-4%	x	1%
3	CC(NC(=O)Nc1cccc(Cl)c1)C(c1cccs1)N1CCCC1 (stereo not given)	-7%	-12%	-3%	-3.4	-2%	5%	4%	7	-10%
4	C#CCNC(=O)C(C)c1ncc(C(F)(F)F)cc1Cl (stereo not given)	-4%[57.1 µM]	-9%	6.7µM*	-0.1	-9%	-9%	-13%	-5	3%

Main list, repeating the preview:
cpd	mol	WRN inhibitor	FUS yeast rescue	PLK1 PBD block	IL-2 act	EPAC1 antagonist	EPAC1 ag	Abeta yeast res	PI5P4Ka inh	aSyn yeast inh
1	Cc1cc(C)cc(CC2CC(=O)N(c3ccc(Cl)cn3)C2=O)c1 (stereo not given)	4%	13%	4%	-1.5	8%	-1%	-27%	x	15%
2	CS(=O)(=O)N1CCC(C(=O)NCCC2=CCCCC2)CC1	5%	0%	-5%	-0.1	13%	1%	-4%	x	1%
3	CC(NC(=O)Nc1cccc(Cl)c1)C(c1cccs1)N1CCCC1 (stereo not given)	-7%	-12%	-3%	-3.4	-2%	5%	4%	7	-10%
4	C#CCNC(=O)C(C)c1ncc(C(F)(F)F)cc1Cl (stereo not given)	-4%[57.1 µM]	-9%	6.7µM*	-0.1	-9%	-9%	-13%	-5	3%
5	CCC1C(=O)NCCN1C(=O)CCc1nnc(CCc2ccc(OC)cc2)o1 (stereo not given)	-20%	13%	-4%	-0.2	4%	-2%	10%	-6	-6%
6	CCOC(=O)Cn1nc(C)c2c1CCCC2=O	-2%	10%	-3%	3.0	-7%	5%	15%	0	1%
7	CC(c1ccccc1)n1c(N2CCNCC2)nc2c1c(=O)[nH]c(=O)n2C (stereo not given)	5%	-15%	-3%	-0.4	-18%	12%	9%	0	0%
8	Cc1ccc(NC(=S)Nc2cc(C)on2)cc1	0%	5%	-9%	-0.3	-4%	7%	10%	4	4%
9	Cc1cccc2sc(NC(=O)CCNC(=O)c3ccco3)nc12	11%	4%	3%	4.2	-7%	5%	4%	3	4%
10	Nc1nc(CN2CCC(Cc3ccccc3)CC2)nc(Nc2ccccc2)n1	1%	13%	-1%	-2.2	0%	-1%	4%	-2	-7%
11	Cc1nc(NC(=O)COC(=O)CCc2nc3ccccc3s2)c(Cl)cc1Cl	-18%	-9%	-14%	-2.7	-8%	7%	6%	-1	-1%
12	CC(=O)c1ccc(NC(=O)CSc2nc(N)c3cc4c(nc3n2)CCCC4)cc1	-20%	36%	8%	-0.6	12%	7%	19%	2	3%

cpd	mol	WRN inhibitor	FUS yeast rescue	PLK1 PBD block	IL-2 act	EPAC1 antagonist	EPAC1 ag	Abeta yeast res	PI5P4Ka inh	aSyn yeast inh
13	COC(=O)[C@@H](NC(=O)c1ccccc1OC1CCN(S(C)(=O)=O)CC1)C(C)C	12%	24%	-18%	-1.9	-4%	0%	-12%	-2	2%
14	O=C(CSc1cn[nH]n1)Nc1ccc(O)c(C(=O)O)c1	2%	32%	u	0.1	-2%	3%	6%	-28	0%
15	Cc1cc(C)n2cc(CSc3ccccn3)nc2n1	9%	u	0%	-0.1	2%	1%	-14%	2	0%
16	COc1cc(CNCc2cc(OC)c(OC)c(OC)c2)cc(OC)c1	2%	-22%	0%	-0.3	18%	-2%	-18%	-1	2%
17	CCOC(=O)/C(C#N)=C/c1cc2ccccc2nc1N1CCOCC1	-2%	8%	0%	0.4	-6%	-10%	-10%	1	3%
18	Cc1ccc(S(=O)(=O)N2CCN(C(=O)c3cc4c(s3)CCCC4)CC2)c(C)c1	-1%	6%	5%	0.0	4%	8%	12%	-5	13%
19	Cc1ccc(CN2CCN(CCC(C)C)C(CCO)C2)s1 (stereo not given)	0%	21%	-16%	-2.0	32%[activator]	3%	-11%	1	-10%
20	O=[N+]([O-])c1ccccc1Nc1cccnc1	1%	-25%	-5%	0.2	-27%	-8%	-12%	2	0%
21	Cc1nc2ccccc2c2oc(C(=O)NCCCN3CC(C)CC(C)C3)cc12 (stereo not given)	7%	5%	-12%	-2.1	16%	-1%	1%	13	0%
22	O=C(NCc1cccs1)c1ccc([N+](=O)[O-])cc1Cl	6%	x	-5%	0.2	16%	-4%	5%	-4	8%
23	Cc1ccccc1Cn1c2ccccc2c2cnn(CC(=O)NCc3ccccn3)c(=O)c21	-5%[57.1 µM]	38%&12%	-5%	0.6	8%	-10%	18%&-1%	3	1%
24	CSC(=Nc1ccc(Cl)cc1)N[n+]1ccccc1	-29%	x	-8%	-0.9	-8%	7%	-8%	7	-1%

cpd	mol	WRN inhibitor	FUS yeast rescue	PLK1 PBD block	IL-2 act	EPAC1 antagonist	EPAC1 ag	Abeta yeast res	PI5P4Ka inh	aSyn yeast inh
25	Cc1c(C(=O)NCCC#N)sc(=O)n1Cc1ccc(F)cc1	6%[57.1 µM]	-7%	-1%	-0.2	-7%	-22%	-8%	-5	0%
26	Cc1ccc(-c2cc(C(F)F)n3ncc(C(=O)N4CCc5ccccc5C4)c3n2)cc1	-2%	28%	-5%	-0.6	-2%	-6%	-13%	-1	-2%
27	CC(=O)Nc1ccc(S(=O)(=O)NCCSCc2ccco2)cc1	-8%[11.6 µM]	24%	-10%	-1.0	5%	12%	20%	x	3%
28	COc1ccc(C(C)=O)cc1Cn1cnc2c(cnn2C)c1=O	-5%	5%	19µM*	-2.1	-7%	2%	11%	x	-1%
29	CCC(=O)N1CCN(c2nc3ccccc3s2)CC1	1%	-4%	-7%	0.0	6%	-6%	-4%	-6	1%
30	CCOc1ccc(C(=O)Nc2cc(C)on2)cc1OCC	0%	15%	-11%	-3.0	5%	2%	4%	0	-6%
31	CCCCc1c(O)nc(N2CCN(Cc3ccccc3)CC2)[nH]c1=O	-2%	8%	-6%	-0.7	9%	6%	19%	x	10%
32	CC(C)C(=O)Nc1ccc2c(c1)C(=O)NC2=O	7%[57.1 µM]	-14%	-5%	-0.7	4%	-7%	-8%	-3	0%
33	CCOC(=O)CSc1ccc(C(=O)NCCN2CCOCC2)cc1[N+](=O)[O-]	2%	1%	0%	-0.5	4%	5%	-7%	1	1%
34	Cc1nn(CCC#N)c(NC(=O)c2ccc(Cl)cc2)c1P(=O)(Nc1ccc([N+](=O)[O-])cc1)N1CCOCC1 (stereo not given)	-3%	2%	-6%	0.1	-4%	4%	3%	x	-4%
35	OC1(C#CCCN2CCCCC2)c2ccccc2-c2ccccc21	2%	4%	-5%	-0.5	2%	5%	-4%	2	-6%
36	CC(C)C(NC(=O)/C(=C\c1ccco1)NC(=O)c1ccco1)C(=O)O (stereo not given)	-4%	-8%	-10%	0.0	12%	21%	14%	-1	1%

Retrieved by structure from above, 2 records:
cpd	mol	WRN inhibitor	FUS yeast rescue	PLK1 PBD block	IL-2 act	EPAC1 antagonist	EPAC1 ag	Abeta yeast res	PI5P4Ka inh	aSyn yeast inh
32	CC(C)C(=O)Nc1ccc2c(c1)C(=O)NC2=O	7%[57.1 µM]	-14%	-5%	-0.7	4%	-7%	-8%	-3	0%
30	CCOc1ccc(C(=O)Nc2cc(C)on2)cc1OCC	0%	15%	-11%	-3.0	5%	2%	4%	0	-6%

Later entries.
cpd	mol	WRN inhibitor	FUS yeast rescue	PLK1 PBD block	IL-2 act	EPAC1 antagonist	EPAC1 ag	Abeta yeast res	PI5P4Ka inh	aSyn yeast inh
37	O=C(COC(=O)c1ccc([N+](=O)[O-])s1)Nc1ccccc1	-3%[57.1 µM]	x	-5%	-3.2	-18%	4%	-81%[inhibitor]	-7	-73%[inhibitor]
38	COc1ccccc1C(=O)Nc1ccc(C(=O)/C=C/c2cccs2)cc1	-44%	x	-12%	-6.2	4%	-3%	0%	13	-27%
39	COc1cc(NC(=O)CNC(c2ccccc2)c2ccccc2)cc(OC)c1OC	-3%	16%	5%	-4.5	u	-2%	-9%	-4	0%
40	CCOC(=O)c1c(C)n(-c2ccc(OC)cc2)c2c(C/C(C)=N/O)c(Br)c(OC)c(O)c12	-6%	-16%	-2%	-0.6	-25%	7%	u	2	11%
41	COCCn1c(C)cc(C(=O)COC(=O)c2cccc(O)c2)c1C	-6%	3%	-9%	-0.2	-6%	-5%	10%	-7	-9%
42	COc1cc(C(=O)N/N=C(\Cc2ncc[nH]2)c2ccccc2)cc(OC)c1OC	-3%	-5%	-10%	0.0	-18%	1%	-9%	-7	-3%
43	Cc1ccccc1CCN(C(=O)CN1C(=O)c2ccccc2S1(=O)=O)C(C(=O)NCC1CCCO1)c1ccncc1 (stereo not given)	12%	17%	-5%	0.4	-1%	-1%	-9%	1	-2%
44	COc1cccc(CC(=O)NNC(=O)c2c(-c3ccccc3)noc2C)c1	-4%	6%	0%	-0.2	-10%	6%	12%	0	5%
45	O=c1[nH]nnc2sc3c(c12)CCCC3	-4%	-8%	-17%	-0.3	5%	-5%	-33%[inhibitor]	-20	3%
46	COCCN1CCN(Cc2cn(C)nc2-c2ccc(Oc3ccccc3)cc2)CC1	1%	3%	-5%	-0.3	1%	4%	15%	3	5%
47	CCOc1ccc2nc(SCC(=O)Nc3nonc3C)[nH]c2c1	7%	9%	-5%	-1.1	-28%	-7%	10%	2	-5%
48	CC(=O)Nc1ccc2c(c1)CCCC2=O	3%	-3%	-6%	1.4	-10%	-6%	-15%	-5	0%
49	CC(=O)Nc1ccc(S(=O)(=O)NCCCc2ccccc2)cc1	-2%	10%	-10%	-0.4	-26%	6%	0%	3	-6%
50	Cc1cc(NC(=O)c2sc(Nc3ccc(F)c(Cl)c3)nc2N)no1	-3%	5%	1%	1.6	-1%	7%	-3%	u	1%
51	O=[N+]([O-])c1ccc(-[n+]2nc(-c3ccccc3)nn2-c2ccccc2)cc1	5%	16%	-18%	-2.5	1%	5%	14%	1	-2%

High-throughput results from PubChem.
